Source: PubChem (NCI)
cln2 rad14: NCI yeast anticancer drug screen, S. cerevisiae cln2 rad14 strain; 8.3% of 78,000 active; AID 165; growth inhibition, % at 50 µM;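 further: 0% = growth of vehicle-only cultures of the same strain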
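Relative to vehicle controls, growth inhibition of compound-treated cln2 rad14 yeast was recorded.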
yeast sgs1 mgt1: NCI yeast anticancer drug screen, S. cerevisiae sgs1 mgt1 strain. growth inhibition, % at 50 µM. 10% of 78,000 active. AID 161;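 further: 0% = growth of vehicle-only cultures of the same strain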
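Genetically altered yeast, compound exposure, growth inhibition relative to vehicle.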
rad50: NCI yeast anticancer drug screen, S. cerevisiae rad50 strain. % growth inhibition at 50 µM. 10% of 79,000 active. AID 155;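 further: 0% = growth of vehicle-only cultures of the same strain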
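Compounds were tested on a yeast strain with an engineered DNA damage repair alteration; the reported value is growth inhibition normalised to vehicle treatment.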
mec2-1: NCI yeast anticancer drug screen, S. cerevisiae mec2-1 strain | 9% of 79,000 active | % growth inhibition at 50 µM;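 further: 0% = growth of vehicle-only cultures of the same strain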
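Vehicle-treated cultures served as reference for growth inhibition of compound-exposed mec2-1 yeast.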
yeast bub3: NCI yeast anticancer drug screen, S. cerevisiae bub3 mutant strain; growth inhibition, % at 50 µM; 9.9% of 78,000 active;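 further: 0% = growth of vehicle-only cultures of the same strain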
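Inhibition values come from growth of compound-treated mutant yeast normalised to vehicle-treated controls.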
yeast mlh1 rad18: NCI yeast anticancer drug screen, S. cerevisiae mlh1 rad18 strain. growth inhibition, % at 50 µM. AID 175. 11% of 79,000 active;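 further: 0% = growth of vehicle-only cultures of the same strain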
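In this whole-cell yeast screen, a strain with altered DNA damage repair is challenged with compound, and its growth is measured against matched vehicle-treated controls.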
* hit, by the source's call; . = no result given; & = joins results of further samples; ! = repeats disagree. No stated cut-off is given here; in the data, active means growth inhibition above about 70%; inactive means the rest.

smiles | cln2 rad14 | yeast sgs1 mgt1 | rad50 | mec2-1 | yeast bub3 | yeast mlh1 rad18
C#CC(C)(O)CCC(C)C (centres undefined) | 14 | -3 | -10 | -16 | 11 | -17
CC(/C=C/c1ccccc1)=N\N=C(C)\C=C\c1ccccc1 | 21 | -31 | 0 | -20 | -38 | -23
CS(=O)(=O)OC1CCCCC1OS(C)(=O)=O (centres undefined) | -2 | 22 | 3 | 8 | 8 | 9
O=S(Cc1ccccc1)CC(O)CO (centres undefined) | -41 | 3 | -25 | 6 | 10 | -1
Cn1nncc1NS(=O)(=O)c1ccc([N+](=O)[O-])cc1 | 7 | 2 | 3 | 8 | -8 | -7
CC(Cc1ccccc1)N=C(N)N (centres undefined) | 6 | 0 | 8 | 0 | 10 | -4
Nc1ccc(C(=O)NN2C(=O)C(Cl)C2c2ccccc2O)cc1 (centres undefined) | -11 | -35 | -1 | -25 | -25 | -32
NC1=NN(Cc2csc(-c3ccccc3)n2)C(=O)C1 | 12 | 6 | 25 | 1 | 2 | 16
Nc1ccc(S(=O)(=O)Nc2cnc3c(Cl)cccc3n2)cc1 | -40 | 11 | -11 | 4 | 32 | -1
O=C(N/N=C/c1ccc(Cl)cc1)c1cc(-c2ccccc2)nc2ccccc12 | 22 | 17 | 6 | 22 | 2 | -6
NC(=O)CSc1nnc(SCC(N)=O)s1 | 16 | 10 | 31 | 10 | 7 | 18
Clc1cccc(Cl)c1Br | . | . | 7 | -26 | . | 17
CC1(CO)C2CCC(CC2)C1CO (centres undefined) | -20 | -4 | -3 | 2 | -5 | 2
CCSc1cc(N)ncn1 | -4 | -12 | -40 | -19 | -14 | -10
O=C(COC(=O)c1cccc([N+](=O)[O-])c1)c1ccc(Br)cc1 | -16 | 2 | 7 | 20 | 7 | 6
CCCCCCCCC1CCNCC1 | 72* | 92* | 85* | 88* | 90* | 90*
O=[N+]([O-])c1ccc(SSc2ccc([N+](=O)[O-])cc2)cc1 | 94*! | 99*! | 98*! | 99*! | 99*! | 98*!
CCOC(=O)CCCCCCCCCc1ccc(CCc2ccc(CCCCCCCCCC(=O)OCC)cc2)cc1 | 31 | 24 | 25 | 7 | 7 | 15
COc1cc2c(cc1OC)-c1c(C)c3ccc(OC)c(OC)c3c[n+]1CC2 | 2 | 3 | 6 | -9 | 2 | -3
ONc1ccc(Cl)cc1 | -11 | -3 | -9 | -12 | 21 | -7
Cc1cc(C)c(C(=O)/C(O)=C/c2ccccc2)c(C)c1 | 10 | 1 | -14 | -8 | -46 | -14
CCOC(=O)C1=C(C(=O)c2ccccc2)C(c2ccc([N+](=O)[O-])cc2)C(C(=O)c2ccccc2)=C(C(=O)OCC)N1 | 14 | -4 | -6 | 2 | -11 | 8
CSc1ccc2c(c1)N(CCCN(C)C)c1ccccc1S2 | -14 | -1 | -15 | -4 | 44 | 34
O=C1N=C(c2c[nH]c3ccccc23)C(=O)N1 | 13 | 16 | -2 | 7 | -1 | 9
Cc1ccnc2c1ccc1c(C)ccnc12 | 98* | 99* | 99* | 99* | 99* | 99*
Brc1ccccc1C#Cc1ccccc1Br | -1 | 16 | 1 | -5 | 10 | 19
COC(=O)C1=C(C(=O)OC)C2C=CC1C1C(Cl)=C(Cl)C21 (centres undefined) | 21 | -11 | -12 | -1 | 34 | -34
O=C(O)c1cc(-c2c(Cl)cccc2Cl)nc2cc3ccccc3cc12 | 21 | 29 | 26 | 16 | 36 | 26
Cc1ccc(CNc2cc(C)ccn2)cc1 | . | . | 43 | 24 | . | 27
CC(C)/C=C(\C#N)C(=O)O | -1 | -1 | -3 | -14 | -3 | 1
CC(C)(CCC(C)(C)NC(=O)C12CC3CC(CC(C3)C1)C2)NC(=O)C12CC3CC(CC(C3)C1)C2 | -12 | -14 | 13 | -6 | -5 | -28
CN(C)c1ccc(Cc2ccc(N(C)C)cc2)cc1 | -24 | -17 | -4 | -6 | 10 | 7
Cc1ccc(S(=O)(=O)NCC2CCCCC2=O)cc1 (centres undefined) | 9 | 0 | -28 | -21 | 6 | 10
COc1ccc(-c2cc(=O)c3c(O)c(O)c(OC)cc3o2)cc1O | -8 | -56 | -5 | -29 | -3 | -18
CC(C)CCN(C=O)c1ccccc1 | 6 | 8 | 2 | 1 | -10 | 2
O=[N+]([O-])/C=C/c1c[nH]c2c1ccc1ccccc12 | 89* | 94* | 84* | 85* | 75* | 94*
CC1(C)OC(=O)CC1=O | 4 | 1 | 5 | -2 | 2 | -3
Cc1c2cccc(Br)c2c[n+]2ccccc12 | -21 | 39 | 21 | 18 | 1 | 31
CC1(C)CC(=O)C(C=O)C(=O)C1 | -2 | -38 | -7 | -14 | 3 | -23
NNC(=O)NN1C(=O)c2cc(S(=O)(=O)O)cc3c(N)c(S(=O)(=O)O)cc(c23)C1=O | 6 | 15 | 35 | -3 | -5 | 10
COc1ccc2c(c1)C=Cc1ccc(Cl)cc1N2 | -16 | -8 | 12 | 9 | 2 | 30
COc1cc(N(Cc2ccc3nc(OC)c(OC)nc3c2)Cc2ccc3nc(OC)c(OC)nc3c2)cc(OC)c1OC | -6 | -19 | -30 | -24 | -20 | -15
O=C(CCc1nccc2ccccc12)c1ccccc1 | -9 | -15 | -3 | -16 | 8 | -19
COc1cc(C(=O)CC(=O)CCC(=O)Nc2ccc(C)c(C)c2)ccc1O | -14 | 27 | 5 | 11 | 14 | 17
CCNCC(O)C=O (centres undefined) | -38 | -8 | 1 | -14 | 4 | 12
Cc1oc(C)c(-c2ccccc2)c(=S)c1-c1ccccc1 | 0 | 5 | -5 | -3 | 18 | -6
CC(=O)ON(CC(=O)OCc1ccccc1)C(C)=O | -40 | -9 | -13 | -7 | -28 | -22
c1ccc(-c2ccccc2-c2ccccc2)cc1 | -3 | 11 | 18 | -5 | -8 | 21
CCN(CC)C1Oc2cc3c(cc2C(c2cccc(OC)c2OC)C1C)OCO3 (centres undefined) | 42 | 46 | 28 | 29 | 42 | 63
COc1ccc(C(CC(C)=O)c2cc3c(cc2OC(C)=O)OCO3)cc1 (centres undefined) | -11 | 24 | 6 | -13 | 12 | 13

Remaining list, next part
Labels used below: A = cln2 rad14; B = yeast sgs1 mgt1; C = rad50; D = mec2-1; E = yeast bub3; F = yeast mlh1 rad18
CNC(=O)OCCN1c2ccccc2Sc2ccccc21
  A: 90* | B: 93* | C: 90* | D: 92* | E: 92* | F: 92*

O=C(N=C1[Se]C(=Nc2ccccc2)C(=Nc2ccccc2)N1c1ccccc1)c1ccccc1
  A: 21 | B: 7 | C: 9 | D: 5 | E: 3 | F: 3

Oc1ccccc1/C=N\N=C\NN/C=N/N=C/c1ccccc1O
  A: 14 | B: -4 | C: -8 | D: -1 | E: 6 | F: 6

CCOC(=O)C1=C(C)NC(C)=C(C(=O)OCC)C1c1ccc([N+](=O)[O-])s1
  A: 92* | B: 93* | C: 91* | D: 93* | E: 93* | F: 92*

O=C(CSc1cc(Cl)ccc1Cl)Nc1ccccc1
  A: 7 | B: 21 | C: 13 | D: -2 | E: 15 | F: 15

c1ccc2sc(SCCSc3nc4ccccc4s3)nc2c1
  A: -5 | B: -11 | C: -4 | D: -4 | E: -10 | F: 7

COc1ccc(C(C)C(=O)O)cc1 (centres undefined)
  A: -49 | B: -24 | C: 12 | D: -7 | E: -19 | F: -23

C[N+](C)=c1ccc2nc3c(cc(NCCCNc4cc5oc6cc(=[N+](C)C)ccc-6nc5c5ccccc45)c4ccccc43)oc-2c1
  A: 40 | B: 67 | C: 76* | D: 51 | E: 64 | F: 65

Cc1ccc(NC(=O)/C(=N/NC(=O)C[N+](C)(C)C)c2nc3ccccc3[nH]c2=O)cc1
  A: -2 | B: 5 | C: -8 | D: -10 | E: -20 | F: -10

O=C(Nc1ccc(F)cc1)C(=O)C(C(=O)c1ccccc1F)C1OC(=O)c2ccccc21 (centres undefined)
  A: 2 | B: -11 | C: 3 | D: 0 | E: 0 | F: 2

C=Cc1c2[n-]c(c1C)/C=c1\[n-]/c(c(C)c1C=C)=C\c1[n-]c(c(CCC(=O)O)c1C)/C=c1\[n-]/c(c(C)c1CCC(=O)O)=C\2.[Co]
  A: -2 | B: 54 | C: 15 | D: 55 | E: 19 | F: 60

C/C(=N/O)C1CC(C)([N+](=O)[O-])CCC1(C)O (centres undefined)
  A: -8 | B: -19 | C: -8 | D: -14 | E: 5 | F: 6

CCCCCCCCCCSCC(CO)NC(=O)/C=C/c1c(C)[nH]c(=O)[nH]c1=O (centres undefined)
  A: 15&-27 | B: 2&2 | C: 31&2 | D: 15&-14 | E: -14&-14 | F: -47&10

CSc1nc(C)cc(=O)[nH]1
  A: 20 | B: -18 | C: -12 | D: -3 | E: 6 | F: -13

Not a retest: entries from further up.
Labels used below: A = cln2 rad14; B = yeast sgs1 mgt1; C = rad50; D = mec2-1; E = yeast bub3; F = yeast mlh1 rad18
COc1ccc2c(c1)C=Cc1ccc(Cl)cc1N2
  A: -16 | B: -8 | C: 12 | D: 9 | E: 2 | F: 30

COc1cc(N(Cc2ccc3nc(OC)c(OC)nc3c2)Cc2ccc3nc(OC)c(OC)nc3c2)cc(OC)c1OC
  A: -6 | B: -19 | C: -30 | D: -24 | E: -20 | F: -15

O=C(CCc1nccc2ccccc12)c1ccccc1
  A: -9 | B: -15 | C: -3 | D: -16 | E: 8 | F: -19

COc1cc(C(=O)CC(=O)CCC(=O)Nc2ccc(C)c(C)c2)ccc1O
  A: -14 | B: 27 | C: 5 | D: 11 | E: 14 | F: 17

CCNCC(O)C=O (centres undefined)
  A: -38 | B: -8 | C: 1 | D: -14 | E: 4 | F: 12

Cc1oc(C)c(-c2ccccc2)c(=S)c1-c1ccccc1
  A: 0 | B: 5 | C: -5 | D: -3 | E: 18 | F: -6

CC(=O)ON(CC(=O)OCc1ccccc1)C(C)=O
  A: -40 | B: -9 | C: -13 | D: -7 | E: -28 | F: -22

c1ccc(-c2ccccc2-c2ccccc2)cc1
  A: -3 | B: 11 | C: 18 | D: -5 | E: -8 | F: 21

CCN(CC)C1Oc2cc3c(cc2C(c2cccc(OC)c2OC)C1C)OCO3 (centres undefined)
  A: 42 | B: 46 | C: 28 | D: 29 | E: 42 | F: 63

COc1ccc(C(CC(C)=O)c2cc3c(cc2OC(C)=O)OCO3)cc1 (centres undefined)
  A: -11 | B: 24 | C: 6 | D: -13 | E: 12 | F: 13

CNC(=O)OCCN1c2ccccc2Sc2ccccc21
  A: 90* | B: 93* | C: 90* | D: 92* | E: 92* | F: 92*

O=C(N=C1[Se]C(=Nc2ccccc2)C(=Nc2ccccc2)N1c1ccccc1)c1ccccc1
  A: 21 | B: 7 | C: 9 | D: 5 | E: 3 | F: 3

Oc1ccccc1/C=N\N=C\NN/C=N/N=C/c1ccccc1O
  A: 14 | B: -4 | C: -8 | D: -1 | E: 6 | F: 6

CCOC(=O)C1=C(C)NC(C)=C(C(=O)OCC)C1c1ccc([N+](=O)[O-])s1
  A: 92* | B: 93* | C: 91* | D: 93* | E: 93* | F: 92*

O=C(CSc1cc(Cl)ccc1Cl)Nc1ccccc1
  A: 7 | B: 21 | C: 13 | D: -2 | E: 15 | F: 15

c1ccc2sc(SCCSc3nc4ccccc4s3)nc2c1
  A: -5 | B: -11 | C: -4 | D: -4 | E: -10 | F: 7

COc1ccc(C(C)C(=O)O)cc1 (centres undefined)
  A: -49 | B: -24 | C: 12 | D: -7 | E: -19 | F: -23

C[N+](C)=c1ccc2nc3c(cc(NCCCNc4cc5oc6cc(=[N+](C)C)ccc-6nc5c5ccccc45)c4ccccc43)oc-2c1
  A: 40 | B: 67 | C: 76* | D: 51 | E: 64 | F: 65

Cc1ccc(NC(=O)/C(=N/NC(=O)C[N+](C)(C)C)c2nc3ccccc3[nH]c2=O)cc1
  A: -2 | B: 5 | C: -8 | D: -10 | E: -20 | F: -10

O=C(Nc1ccc(F)cc1)C(=O)C(C(=O)c1ccccc1F)C1OC(=O)c2ccccc21 (centres undefined)
  A: 2 | B: -11 | C: 3 | D: 0 | E: 0 | F: 2

C=Cc1c2[n-]c(c1C)/C=c1\[n-]/c(c(C)c1C=C)=C\c1[n-]c(c(CCC(=O)O)c1C)/C=c1\[n-]/c(c(C)c1CCC(=O)O)=C\2.[Co]
  A: -2 | B: 54 | C: 15 | D: 55 | E: 19 | F: 60
